Pin1 inh: qHTS Assay to Find Inhibitors of Pin1; AID 504891, 2011; Potency, µM (doses to about 115 µM), without a hit: at the highest dose activity, negative = inhibition, usual class: inhibitors; 390,000 compounds, 0.009% hits; Pin1 FP peptide displacement, HiFluor488, 10 min; Peptidyl-prolyl cis-trans isomerase NIMA-interacting 1 (Homo sapiens), Q13526; active = well fitted inhibition curve with a large enough effect in the polarisation, with a control signal flat, not every such curve was filed as active; inconclusive = small, poorly fitted or top-dose-only effect, or effect the other way, or a change in a side signal; inactive = no such curve, though single readings can be large or run the other way; the % refers to the polarisation; also: % is scaled to controls: 0 for no effect and ±100 for the full control effect
PGK inhibitor: qHTS Assay to Find Inhibitors of Phosphoglycerate Kinase; AID 602233, 2012; Potency, µM (top dose mostly 57.5 µM), without a hit: top-dose activity change, negative = inhibition, actives largely listed as inhibitors; 380,000 compounds, 0.043% hits; Phosphoglycerate kinase, glycosomal (Trypanosoma brucei brucei), P07378; PGK/GAPDH coupled, Kinase-Glo luminescence, 60 min; also: % is scaled to controls: 0 for no effect and ±100 for the full control effect; nearly all actives have a fitted effect of over 60% in size
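Recombinant glycosomal PGK reaction used 1,3-bisphosphoglycerate generated in-well by GAPDH (100nM final) in 100mM TEA pH 7.6, 5mM MgCl2, 0.01% Tween-20. After 60 minutes at room temperature, ATP was read by Kinase-Glo Plus luminescence end-point.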
12-LOX inh: Primary qHTS assay for inhibitors of human arachidonate 12S-lipoxygenase (ALOX12): Round 2; Polyunsaturated fatty acid lipoxygenase ALOX12 (Homo sapiens), P18054; purified 12hLO, xylenol orange hydroperoxide absorbance; Potency, µM (doses to about 108 µM), for the others: at the top dose activity change, negative = inhibition, usual class: inhibitors; 580,000 compounds, 1.1% hits; AID 1671190, 2021; also: % is scaled to controls: 0 for no effect and ±100 for the full control effect
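Purified human 12hLO (150 nM final) in 25 mM Hepes, 0.01% Triton X-100, pH 7.0 was preincubated 15 min at room temperature with compound. Then 40 uM arachidonic acid was added, 30 min. Hydroperoxide was read by Fe-XO absorbance ratio 573/405 nm.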
TrxR1 inh: qHTS Assay for Inhibitors of Mammalian Selenoprotein Thioredoxin Reductase 1 (TrxR1): qHTS. recombinant rTrxR1, NADPH fluorescence consumption, selenite substrate. Potency, µM (doses to about 114 µM), inactives show at the highest dose activity change, negative = inhibition, actives largely listed as inhibitors. 390,000 compounds, 1% hits; also: % is scaled to controls: 0 for no effect and ±100 for the full control effect; nearly all actives have a fitted effect of over 65% in size
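Rat TrxR1 (90 nM in the dispensed reagent) was pre-reduced with 400 uM NADPH for 5 min at room temperature, then incubated with compound for 15 min. After 400 uM selenite was added, NADPH fluorescence (Ex 340/Em 450 nm) was followed for 8 min.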
HP1b binding inh: HTS for Inhibitors of HP1-beta Chromodomain Interactions with Methylated Histone Tails; Chromobox protein homolog 1 (Homo sapiens), P83916; AlphaScreen HP1-beta / biotin-H3K9me3 peptide binding; Potency, µM (top dose mostly 114 µM), for the others: at the highest dose activity change, negative = inhibition, most hits filed as inhibitors; 390,000 compounds, 0.56% hits; also: nearly all actives have a fitted effect of over 70% in size; inactives centre near 23
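AlphaScreen: HP1-beta (50 nM) preformed 30 min with biotin-H3(1-18)K9me3 peptide (50 nM) in PBS pH 7.4, 0.01% Tween-20. Compound added for 30 min at RT, then streptavidin donor/nickel chelate acceptor beads (10 ug/mL) for 30 min.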
ERG Ets-DNA blk: qHTS for Small Molecule Inhibitors of the ERG Ets/DNA interaction. Transcriptional regulator ERG (Homo sapiens), P11308. fluorescence polarization, His-ERG Ets domain / labelled DNA. Potency, µM (highest dose often 76.9 µM), for the others: top-dose FP activity, negative = inhibition, most hits filed as inhibitors. 370,000 compounds, 0.028% hits. AID 624246, 2012; active = well fitted inhibition curve with a large enough effect in the polarisation, with a control signal flat; inconclusive = small, poorly fitted or top-dose-only effect, or effect the other way, or a change in a side signal; inactive = no such curve, though single readings can be large or run the other way; the % refers to the polarisation;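 also: polarization taken with two DNA probes labelled with fluorescein and Texas red; % of control where 0% means no effect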
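His-tagged ERG Ets domain (1 uM in the protein solution; 300mM KCl, 50mM Tris-HCl, 1mM EDTA, 1mM DTT, pH 7.5) received compound, then a probe mix of 5 nM fluorescein-DNA and 100nM Texas-615-DNA. Fluorescence polarization was read for both dyes.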
RGS4 inhibitor: Inhibitors of Regulator of G Protein Signaling (RGS) 4: qHTS. Transcreener GDP fluorescence polarization, RGS4-accelerated GTP hydrolysis. Potency, µM (highest dose often 114 µM), for the others: at the highest dose activity change, negative = inhibition, hits mostly inhibitors. 390,000 compounds, 0.039% hits; also: % is scaled to controls: 0 for no effect and ±100 for the full control effect; nearly all actives have a fitted effect of over 75% in size; some results filed as inactive show a strong effect at the top dose
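MLSMR compounds (23 nl, pin-transferred) preincubated 10 min at room temperature with a 500nM (2x) first reagent, then RGS4 at 900nM (2x) plus Transcreener GDP mix added; fluorescence polarization (620/688 nm) read before and after 90 min at 30 °C.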
GLS inh: qHTS for Inhibitors of Glutaminase (GLS). Glutaminase kidney isoform, mitochondrial (Homo sapiens), O94925. GLS enzymatic activity, qHTS titration. 410,000 compounds, 0.21% hits. Potency, µM (highest dose often 45.5 µM), for the others: top-dose activity change, negative = inhibition, actives largely listed as inhibitors. AID 624170, 2012; also: % is scaled to controls: 0 for no effect and ±100 for the full control effect
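Assay buffer: 45 mM KH2PO4 pH 8.2, 0.02% Tween-20. hKGA acts on L-glutamine (1 mM solution added); product glutamate is reported by an oxidase/peroxidase Amplex Red coupling, with fluorescence taken at baseline and 30 min.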
JMJD2A Tudor inh: qHTS Assay for Inhibitors of JMJD2A-Tudor Domain | 390,000 compounds, 4.4% hits | AlphaScreen JMJD2A-Tudor / H3K4me3 peptide binding | Potency, µM (top dose mostly 114 µM), inactives show at the highest dose activity change, negative = inhibition, actives largely listed as inhibitors | Lysine-specific demethylase 4A (Homo sapiens), O75164; also: % is scaled to controls: 0 for no effect and ±100 for the full control effect; nearly all actives have a fitted effect of over 50% in size
Target sequence (O75164 whole entry, looked up, the tested form may be a part): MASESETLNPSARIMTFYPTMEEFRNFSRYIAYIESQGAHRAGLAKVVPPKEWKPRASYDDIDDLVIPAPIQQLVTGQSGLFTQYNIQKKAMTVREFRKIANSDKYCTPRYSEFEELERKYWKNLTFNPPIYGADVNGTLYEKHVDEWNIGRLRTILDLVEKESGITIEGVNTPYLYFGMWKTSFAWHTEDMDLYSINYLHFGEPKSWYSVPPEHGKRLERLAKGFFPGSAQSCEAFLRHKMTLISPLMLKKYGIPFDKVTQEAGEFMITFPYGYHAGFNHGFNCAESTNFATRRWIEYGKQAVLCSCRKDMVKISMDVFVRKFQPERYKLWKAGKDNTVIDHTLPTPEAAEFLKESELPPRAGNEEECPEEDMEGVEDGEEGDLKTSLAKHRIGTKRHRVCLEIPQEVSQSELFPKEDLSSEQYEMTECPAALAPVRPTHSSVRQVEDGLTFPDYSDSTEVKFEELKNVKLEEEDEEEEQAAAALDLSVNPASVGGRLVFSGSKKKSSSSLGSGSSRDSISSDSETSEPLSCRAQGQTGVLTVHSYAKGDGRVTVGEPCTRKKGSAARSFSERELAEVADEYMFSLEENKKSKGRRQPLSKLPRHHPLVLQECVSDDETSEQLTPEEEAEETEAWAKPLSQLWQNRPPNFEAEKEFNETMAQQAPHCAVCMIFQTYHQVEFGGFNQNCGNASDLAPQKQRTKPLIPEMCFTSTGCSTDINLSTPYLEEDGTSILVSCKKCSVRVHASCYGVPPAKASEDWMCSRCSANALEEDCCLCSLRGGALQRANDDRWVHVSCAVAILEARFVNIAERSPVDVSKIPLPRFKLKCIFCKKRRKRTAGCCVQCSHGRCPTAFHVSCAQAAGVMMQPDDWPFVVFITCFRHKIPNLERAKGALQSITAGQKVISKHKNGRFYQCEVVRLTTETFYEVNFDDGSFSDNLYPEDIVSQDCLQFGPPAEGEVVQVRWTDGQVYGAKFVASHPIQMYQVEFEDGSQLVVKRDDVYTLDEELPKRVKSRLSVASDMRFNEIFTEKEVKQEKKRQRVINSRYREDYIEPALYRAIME
Active calls of the source: *; i = inactive; ? = inconclusive; . = not tested or not shown; & = joins results of further samples; [ ] = remark or other dose. Unless noted, calls follow the shape of the dose curve; as a rule, active = well fitted curve in the direction sought with a large enough effect; inconclusive = small, poorly fitted or top-dose-only effect, or another doubt; inactive = no such curve, though single readings can be large; an effect the other way counts as inactive or inconclusive. Potency is read from the fitted curve at half-maximal effect.

Sample of the layout, two compounds:
SMILES	Pin1 inh	PGK inhibitor	12-LOX inh	TrxR1 inh	HP1b binding inh	ERG Ets-DNA blk	RGS4 inhibitor	GLS inh	JMJD2A Tudor inh
CC1CN(C2=NC(=O)/C(=C3/C(=O)N(Cc4ccc(F)cc4)c4ccccc43)S2)CC(C)O1 (configuration not stated)	0%	i	?	21%	?	4%	-52%	-11%	-33%
CCOC(=O)Cn1cc(C(=O)C(C)(C)C)c2ccccc21	5%	i	-3%	24%	104%[activator]	2%	-6%	0%	19%

The listing, repeating the preview:
SMILES	Pin1 inh	PGK inhibitor	12-LOX inh	TrxR1 inh	HP1b binding inh	ERG Ets-DNA blk	RGS4 inhibitor	GLS inh	JMJD2A Tudor inh
CC1CN(C2=NC(=O)/C(=C3/C(=O)N(Cc4ccc(F)cc4)c4ccccc43)S2)CC(C)O1 (configuration not stated)	0%	i	?	21%	?	4%	-52%	-11%	-33%
CCOC(=O)Cn1cc(C(=O)C(C)(C)C)c2ccccc21	5%	i	-3%	24%	104%[activator]	2%	-6%	0%	19%
COc1ccc(N(C)C(=O)c2ccc3nc(-c4ccccc4)c(-c4ccccc4)nc3c2)cc1	8%	-3%	0%	22%[57.1 µM]	?	-7%	-20%[11.4 µM]	-1%	?
CC(C)CN(C(=O)COC(=O)CNC(=O)c1sc2ccccc2c1Cl)C1CCS(=O)(=O)C1 (configuration not stated)	-4%	-1%	2%	4%	17%	7%	-11%	-5%	-7%
O=C(Nc1nnc(COc2ccc(Cl)cc2)s1)c1ccc([N+](=O)[O-])cc1	2%	4%	0%	4%[57.1 µM]	14%	5%	20%	2%	-10%
Cc1ccc(/C=N/NC(=O)c2nnn(-c3nonc3N)c2C)o1	0%	2%	-1%	-7%	57%[activator]	6%	6%	-4%	5%
O=C(Nc1cnn(Cc2ccc(Cl)c(Cl)c2)c1)c1nc2ncccn2n1	-13%	i	10%	-8%	20%	8%	-9%	-5%	-12%
CC(=O)c1c(C)nc2ccccn12	-3%	6%	-4%[57.4 µM]	21%	34%	-4%	12%	-3%	-4%
O=C(CNC(=O)c1ccc(Cl)c([N+](=O)[O-])c1)OCN1C(=O)c2ccccc2C1=O	7%	5%	-28%	-17%	28%	2%	-11%	0%	-18%
Cc1cc(NC(=O)Nc2ccc(F)cc2F)n(C)n1	-3%	-2%	-3%	2%[57.1 µM]	30%	-13%	-22%	4%	14%
Cc1c(NC(=O)c2ccc(N3CCCC3)c([N+](=O)[O-])c2)cccc1-c1nc2ccccc2s1	-1%	-1%[11.5 µM]	8%	-5%	-6%	.	11%	5%	-24%
Cc1ccc(OCCn2c(CNc3cccc(C)c3)nc3ccccc32)cc1	4%	i	5%	15%	-9%	-2%	6%	9%	?
O=C(O)c1ccccc1C(c1ccccc1)c1ccccc1O (configuration not stated)	-6%	-2%	-10%	-11%	33%	-4%	-5%	27%	-15%
CCN(CC)CCOC(=O)c1c(C)oc2ccc(OC)cc12	-2%	2%	?	16%	55%[activator]	.	-13%	21%	-17%
CC(Oc1ccc(Br)cc1)C(=O)NCCCN1CCCC1=O (configuration not stated)	-1%	-3%	0%	18%	31%	15%	-12%	-3%	-11%
CC(C)CCNc1ncnc2c1nnn2Cc1ccccc1	0%	-8%	11%	13%	32%	-5%	-4%	-1%	-17%
CN(C)S(=O)(=O)c1ccc2c(c1)nc(CCC(=O)NCC1CCCCC1)n2C	-8%	i	-19%	8%	7%	-3%	19%	-3%	-14%
O=C(NCCc1c[nH]c2ccccc12)/C(=C/c1cccnc1)NC(=O)c1cccs1	-2%	9%	-4%	13%[57.1 µM]	26%	-5%	33%	-9%	-15%
CC(C)CN(C(=O)COC(=O)c1cccn1C)c1c(N)n(Cc2ccccc2)c(=O)[nH]c1=O	3%	-10%	-25%	5%	16%	19%	0%	1%	-10%
COc1cccc(-n2c(-c3ccc(Cl)cc3)cc3c2CC(C)(C)CC3=O)c1	2%	-5%	-2%	30%	-21%	0%	-3%	-3%	8.9µM*
Cn1c(N)c(C(=O)COC(=O)C23CC4CC(CC(C4)C2)C3)c(=O)n(C)c1=O	4%	1%	360%[activator]	11%	29%	1%	8%	1%	-17%
CCCc1[nH]nc2c1C(c1ccncc1)C(C#N)=C(N)O2 (configuration not stated)	-5%	-9%	0%	-57%	39%[activator]	-12%	-14%	8%	-2%
COc1ccc(NC(=O)[C@@H]2CC=C[C@@H]3CCN(Cc4ccc(Cl)c(Cl)c4)C(=O)[C@@H]32)cc1	?	1%	-6%	19%&1%	7%	-3%	19%	11%	-29%
CCCn1c(=N)n(CC(O)c2ccc(C)cc2)c2ccccc21 (configuration not stated)	-1%	-8%	13%	?	44%[activator]	-6%	16%	1%	-6%
Cc1nn(-c2ccccc2)c(Cl)c1C(=O)Nc1ccccc1	6%	-5%	-19%	1%	36%	-7%	6%	.	26%
CCCSc1nnc2c(n1)OC(c1cccn1C)N(C(C)=O)c1ccccc1-2 (configuration not stated)	-10%	-1%	-20%	16%	35%	1%	-34%	-2%	-23%
Cc1ccc(SCCCCN2CCNCC2)cc1	-10%	-1%	?	-27%	12%	-3%	-4%[11.4 µM]	10%	11µM*
CCCc1cc(=O)oc2cc(OCC(=O)Nc3ccccn3)ccc12	-2%	-4%	37%[activator]	-22%	29%	6%	21%[11.4 µM]	3%	-16%
Cc1ccc(C)c(-n2c(CCC(=O)O)ccc2-c2ccc(Cl)cc2)c1	3%	-13%	3%	-19%	-13%	0%	-23%	-6%	?
O=[N+]([O-])c1cccc(-c2c(-c3ccccc3)ncc3ccc(F)cc23)c1	3%	-12%	-24%	0%	-22%	-4%	-1%	1%	?
COc1ccc(-c2cc(=O)oc3cc(OCC(=O)NCc4ccccn4)ccc23)cc1	-1%	4%	-3%	2%[57.1 µM]	28%	-1%	14%	4%	-14%
O=C1C(Cl)=C(NC(=O)c2ccccc2)C(=O)C(Cl)=C1NC(=O)c1ccccc1	-7%	-2%	?	0.32µM*	3.5µM*	5%	-156%	?	0.71µM*
COc1cc2c(cc1NC(=O)c1cccc(Br)c1)CCCC2	0%	-4%	8%	8%[57.1 µM]	83%	1%	-12%	-1%	28%
CCCNC(=O)COc1coc(CN2CCN(c3ccccc3OC)CC2)cc1=O	-5%	-3%	0%	7%	29%	-6%	-16%	17%	-11%
CC(NC(=S)Nc1ccc(F)cc1)c1ccccc1 (configuration not stated)	2%	-6%	0%	11%[57.1 µM]	39%[activator]	2%	13%	-8%	-4%
O=S(=O)(c1cccc(-c2nnc(SCc3ccc(Cl)cc3)o2)c1)N1CCCCC1	-1%	i	127%[activator]	20%	35%	-18%	8%	1%	-7%
CCOc1ccc(CNC(=O)c2ccc3c(c2)sc2nc(-c4ccc(OC)cc4)cn23)cc1	0%	i	-29%	9%	55%[activator]	-1%	18%	-13%	-11%
CC(=O)c1cccc(NC(=O)CN(c2cccc(F)c2)S(C)(=O)=O)c1	4%	-6%	18%	3%[57.1 µM]	16%	-3%	-26%	0%	-28%
CCCc1nnc2n1N=C(c1ccc([N+](=O)[O-])cc1)CS2	-7%	-5%	?	5%[57.1 µM]	21%	0%	-25%	-6%	-9%
Cc1cc(C)n(-c2c(C)[nH]c3ccccc23)n1	10%	-11%	-5%	40%[activator][57.1 µM]	-1%	-2%	-5%	-11%	-12%
Cc1cccc(C(=O)NCc2nnc(SC(C)C(=O)Nc3nnc(C)s3)n2C)c1 (configuration not stated)	1%	0%	5%	7%[57.1 µM]	34%	1%	-1%	5%	?
C/C(=N\NC(N)=O)c1ccc(Cl)cc1	5%	-9%	15%	6%	5%	-12%	10%	-8%	-1%
Cc1ccc(C)c(OCC(=O)N(C)CC(=O)Nc2ccc(Cl)c(C(F)(F)F)c2)c1	-10%	1%	-18%	-1%	17%	11%	38%	2%	-8%
CCN=C1SC(CC(=O)NCCc2ccc(OC)c(OC)c2)C(=O)N1CC (configuration not stated)	-6%	0%	-16%	-1%	21%	-1%	20%	-17%	-1%
Cc1ccc(NS(=O)(=O)c2c(C(=O)N3CCOCC3)c(C)n(C)c2C)cc1C	-6%	-8%	9%	23%	31%	11%	14%[11.4 µM]	7%	-21%
O=c1c2cc(Br)ccc2nc(-c2ccc(Cl)cc2)n1O	10%	3%	2%	8%	23%[57 µM]	8%	4%	0%	-18%
COc1ccccc1NS(=O)(=O)c1cc(C(=O)N2CCCCCC2)ccc1C	-3%	-2%	3%	12%	22%[57 µM]	7%	-13%	-11%	-9%
Cc1ccc(C(=O)c2coc3cc([N+](=O)[O-])c(O)c([N+](=O)[O-])c23)cc1	?	-9%	?	?	?	.	-53%	-25%	56µM*
C=CCN1C(=O)C(CC(=O)O)SC1=Nc1cccc([N+](=O)[O-])c1 (configuration not stated)	-16%	1%	0%	29%[57.1 µM]	39%[activator]	-5%	6%	-20%	-20%

Only part of the results is shown; count on the stated rates, not on these rows.
